High-throughput results from PubChem.
PTAP TSG101 blk – qHTS Assay for Iinhibitors of HIV-1 Budding by Blocking the Interaction of PTAP/TSG101. Tumor susceptibility gene 101 protein (Homo sapiens), Q99816. Fluorescence polarization, FITC-PTAP peptide / Tsg101 binding. Potency, µM (doses to about 115 µM), for the others: top-dose activity change, negative = inhibition, usual class: inhibitors. 340,000 tested, under 10 active; active means well fitted inhibition curve with a large enough effect in the main read-out, with a control signal flat, not every such curve was filed as active; inconclusive means small, poorly fitted or top-dose-only effect, or effect the other way, or a change in a side signal; inactive means no such curve, though single readings can be large or run the other way; further: potency means the concentration at half of the fitted maximal effect; % of control where 0% means no effect
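Fluorescence anisotropy tracks displacement of a FITC-tagged PTAP peptide (50 nM) from the Tsg101 binding domain (10 uM), following a 20 min room-temperature incubation at pH 7.5.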
PKM2 act – qHTS Assay for Activators of Human Muscle isoform 2 Pyruvate Kinase; purified PKM2, Kinase-Glo ATP luminescence, activation; response scale: 0% is enzyme alone, no compound; Potency, µM (top dose mostly 57.5 µM), inactives show at the highest dose activation, usual class: activators; AID 1631, 2009; 260,000 tested, 0.34% active; Pyruvate kinase PKM (Homo sapiens), P14618; further: potency means the concentration at half of the fitted maximal effect; on the % scale 0 is the no-effect control and ±100 the full control effect; nearly all actives have a fitted effect of over 55% in size
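Kinase-Glo luminescence reports ATP generated from ADP (0.1 mM) and PEP (0.5 mM) by purified hPK-M2 after 1 h at room temperature, pH 7.2 imidazole buffer; intermediate enzyme activity allows detecting inhibitors and activators.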
Integrin act MD – qHTS for Activators of Integrin-Mediated Alleviation for Muscular Dystrophy; Potency, µM (titrated, usually from 38.3 µM), for inactives: at the highest dose activation, usual class: activators; 350,000 tested, 0.064% active; alpha7betagal myoblasts, beta-gal FDG fluorescence, 48 h;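 further: potency means the concentration at half of the fitted maximal effect; 100% = response of the positive control SU9516; nearly all actives have a fitted effect of over 60% in size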
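alpha7betagal+/- myoblasts (passage 13, 250/well) treated 48 h at 37C with compounds at 1:260 dilution of DMSO stock. Lysed, then beta-galactosidase activity read as FDG fluorescence (ex 480/em 540) after 30 min, with pre-read for autofluorescence.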
Menin MLL FP TR – qHTS Assay for Inhibitors Targeting the Menin-MLL Interaction in MLL Related Leukemias: Competition With Texas Red Labeled MLL-derived Mutant Peptide; O00255; Menin + Texas Red MLL mutant peptide, fluorescence polarization; Potency, µM (doses to about 61.6 µM), for inactives: at the top dose FP activity change, negative = inhibition, usual class: inhibitors; 270,000 tested, 0.23% active; AID 1768, 2009; active means well fitted inhibition curve with a large enough effect in the polarisation, with a control signal flat, not every such curve was filed as active; inconclusive means small, poorly fitted or top-dose-only effect, or effect the other way, or a change in a side signal; inactive means no such curve, though single readings can be large or run the other way; the % refers to the polarisation; further: potency means the concentration at half of the fitted maximal effect; % of control where 0% means no effect; many of its hits are not listed in these tables
Target sequence (O00255 whole entry, looked up): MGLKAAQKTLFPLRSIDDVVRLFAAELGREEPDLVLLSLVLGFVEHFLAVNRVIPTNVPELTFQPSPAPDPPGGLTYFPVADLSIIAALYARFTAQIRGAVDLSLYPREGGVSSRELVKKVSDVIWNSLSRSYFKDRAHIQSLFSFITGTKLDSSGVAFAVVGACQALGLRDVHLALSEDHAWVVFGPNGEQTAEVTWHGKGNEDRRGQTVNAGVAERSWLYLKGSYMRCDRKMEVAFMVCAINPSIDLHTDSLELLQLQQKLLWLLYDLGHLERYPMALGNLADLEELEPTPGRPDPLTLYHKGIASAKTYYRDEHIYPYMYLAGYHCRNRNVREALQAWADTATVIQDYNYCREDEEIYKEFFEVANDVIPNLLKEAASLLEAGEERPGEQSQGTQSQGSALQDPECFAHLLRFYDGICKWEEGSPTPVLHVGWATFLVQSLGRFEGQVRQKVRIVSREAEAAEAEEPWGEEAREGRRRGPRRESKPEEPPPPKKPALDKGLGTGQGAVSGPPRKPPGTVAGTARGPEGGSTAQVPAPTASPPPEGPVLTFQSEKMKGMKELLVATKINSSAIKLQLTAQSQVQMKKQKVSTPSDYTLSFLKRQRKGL
B2AR arrestin – qHTS assay of beta-arrestin-biased ligands of beta2-adrenergic receptor. beta-arrestin recruitment to beta2AR, cell-based reporter. Beta-2 adrenergic receptor (Homo sapiens), P07550. 330,000 tested, 0.02% active. Potency, µM (titrated, usually from 46.1 µM), for the others: top-dose activation, most hits filed as activators;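 further: potency means the concentration at half of the fitted maximal effect; 0% = DMSO controls and full agonism = EC100 isoproterenol or metaproterenol; nearly all actives have a fitted effect of over 65% in size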
Target sequence (P07550 whole entry, looked up): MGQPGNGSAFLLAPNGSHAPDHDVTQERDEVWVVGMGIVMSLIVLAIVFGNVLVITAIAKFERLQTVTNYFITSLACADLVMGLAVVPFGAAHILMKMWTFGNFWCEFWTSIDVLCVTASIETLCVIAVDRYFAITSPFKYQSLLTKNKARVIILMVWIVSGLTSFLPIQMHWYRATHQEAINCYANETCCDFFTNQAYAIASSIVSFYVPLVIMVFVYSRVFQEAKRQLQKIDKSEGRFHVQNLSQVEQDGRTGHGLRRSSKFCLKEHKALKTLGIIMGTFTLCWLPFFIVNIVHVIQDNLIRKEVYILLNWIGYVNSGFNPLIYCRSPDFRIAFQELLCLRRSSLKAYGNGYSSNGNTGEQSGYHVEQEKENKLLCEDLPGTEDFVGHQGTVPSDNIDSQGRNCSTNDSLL
FBPA coupling cs – qHTS Assay for Inhibitors of Fructose-1,6-bisphosphate Aldolase from Giardia Lamblia: Coupling assay counterscreen; coupling enzyme system counterscreen, AmpLite Red fluorescence; activity change, negative = inhibition, % at 58.2 µM, hits read low; 290,000 tested, 0.67% active; AID 2472, 2010; in the data active means activity change below about -30%; further: on the % scale 0 is the no-effect control and ±100 the full control effect
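Compounds tested against the coupling enzymes alone at 57.5 uM final; readout was AmpLite Red fluorescence (525/598 nm) after 20 min at RT.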
Tb PFK inh – qHTS Assay to Find Inhibitors of T. brucei phosphofructokinase; T. brucei PFK, ADP-Glo luminescence; Potency, µM (highest dose often 57.5 µM), for inactives: top-dose activity, negative = inhibition, actives largely listed as inhibitors; 330,000 tested, 0.17% active; AID 485367, 2010;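 further: potency means the concentration at half of the fitted maximal effect; 0% = uninhibited 1x PFK enzyme wells and -100% = no-enzyme wells; nearly all actives have a fitted effect of over 60% in size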
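PFK 1.25 nM, F6P 0.5 mM, ATP 0.1 mM, 0.1 M TEA pH 8.0, 5 mM MgCl2, 0.01% Tween20, 0.1% BSA; 45 min RT. ADP-Glo readout. qHTS titration up to 57 uM; curves fitted, compounds curve-classed.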
Giardia killer – Small Molecules that selectively kill Giardia lamblia: qHTS. Giardia lamblia trophozoite viability. activity change, % at 7.66 µM, hits read low. 340,000 tested, 0.15% active. AID 540267, 2011; in the data active means activity change below about -80%; inconclusive means between about -30% and that limit;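 further: parasites exposed to compound for two days anaerobically before the ATP read; on the % scale 0 is the no-effect control and ±100 the full control effect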
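Compounds were tested on trophozoites seeded at 100 cells/well and held 48 hrs at 37 deg C anaerobically. An ATP-based luminescent kit measured the remaining live cells.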
GALK inh – qHTS Assay for Inhibitors of Human Galactokinase (GALK). Purified GALK, Kinase-Glo residual ATP luminescence. Potency, µM (top dose mostly 57.5 µM), for the others: at the top dose activity change, negative = inhibition, usual class: inhibitors. 270,000 tested, 0.007% active; further: potency means the concentration at half of the fitted maximal effect; on the % scale 0 is the no-effect control and ±100 the full control effect
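Kinase-Glo Plus luminescence measured ATP left after a 1 h room-temperature reaction. The reaction used 5 nM GALK, 100 uM galactose and 35 uM ATP at pH 8.0 (20 mM HEPES, 5 mM MgCl2, 60 mM NaCl, 1 mM DTT, 0.01% BSA).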
BCR signal inh – qHTS Assay to Find Inhibitors of Chronic Active B-Cell Receptor Signaling | Potency, µM (titrated, usually from 46.1 µM), for the others: at the highest dose ratio change, negative = lower green/red ratio, actives largely listed as inhibitors | 340,000 tested, 0.05% active | ABC-DLBCL IkBa-CBG/CBR reporter, luminescence ratio, 4 h; active means well fitted inhibition curve with a large enough effect in the signal ratio, with a control signal flat, not every such curve was filed as active; inconclusive means small, poorly fitted or top-dose-only effect, or effect the other way, or a change in a side signal; the % refers to the signal ratio;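 further: potency means the concentration at half of the fitted maximal effect; plate controls were basal doxycycline-induced cells for no effect and cells given 10 µM MG132 for full effect; MG132 reads +100%, hits lower the ratio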
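Cell line TMD8 (human ABC DLBCL), stably expressing tet-inducible CBG68-IkBa fusion and CBR; IMDM/0.5% FBS; cpd up to 46 uM; dox induction, 4 h, 37C/5% CO2; dual luminescence; green/red ratio; MG132 control.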
S-ASM inh – Inhibitors of Secretory Acid Sphingomyelinase (S-ASM): qHTS | 340,000 tested, 0.006% active | Sphingomyelin phosphodiesterase (Homo sapiens), P17405 | placental ASM, HMU-PC fluorogenic substrate, 60 min | Potency, µM (highest dose often 57.5 µM), for inactives: top-dose activity change, negative = inhibition, usual class: inhibitors | AID 504937, 2011; further: potency means the concentration at half of the fitted maximal effect
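qHTS format. ASM enzyme prepared from human placenta hydrolyses the fluorogenic substrate HMU-PC0 (9 uM final) over 60 min at 37 °C after a 10 min compound preincubation.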
* hit, by the source's call; ? = inconclusive; . = no result given; & = joins results of further samples; [ ] = another dose, or the depositor's remark. Unless noted, the call rests on the fitted dose curve; in most records, active means well fitted curve in the direction sought with a large enough effect; inconclusive means small, poorly fitted or top-dose-only effect, or another doubt; inactive means no such curve, though single readings can be large; an effect the other way counts as inactive or inconclusive.

SMILES	PTAP TSG101 blk	PKM2 act	Integrin act MD	Menin MLL FP TR	B2AR arrestin	FBPA coupling cs	Tb PFK inh	Giardia killer	GALK inh	BCR signal inh	S-ASM inh
CCn1ncc(Br)c1C(=O)NC1CCCCCCC1	-5%	.	25%	.	-0.2%	.	-1%	4	0%	6%	-4%
O=C(COc1ccc2c(C(F)(F)F)cc(=O)oc2c1)Nc1ccc(N2CCOCC2)cc1	-9%	2%	?	-2%	-0.2%	4	7%	-5	-1%	2%	-5%
COc1ccccc1Oc1coc2cc(O)ccc2c1=O	-2%	0%	-25%	0%&-4%	-0.6%	2&-1	-1%	3	-2%	8%	82%[activator]
CCOc1ccc(-c2[nH]nc3c2C(c2ccc(O)cc2)C(C#N)=C(N)O3)cc1 (stereo not drawn)	-6%	0%	-17%	?	0.4%	-21	5%	2	-4%	?	-4%
COC(CNC(=O)CCc1c(C)nc2c(-c3ccccc3)c(C)nn2c1C)OC	-3%	.	-9%	-12%	0.2%	0	-1%	-12	3%	-10%	5%
CS(=O)(=O)c1[nH]nc(-c2cccc(Cl)c2)c1C#N	-3%	6%	3%	.	-0.3%	11	2%	-18	-1%	?	1%
Cc1ccccc1C(=O)NC1CCN(Cc2nnnn2CCc2ccccc2)CC1	2%	0%	11%	-7%	0.0%	0	-16%	21	0%	-1%	5%
COc1ccc(C/C(N)=N/n2cnnc2)cc1	-4%	-1%	8%	1%	-0.9%	0	4%	7	6%	2%	-2%
Cc1cccc(OCC(=O)N2CCN(C(=O)c3ccc([N+](=O)[O-])cc3)CC2)c1	-3%	4%	-2%	14%	-0.1%	-2	1%	4	0%	8%	0%
O=C(c1ccc2ccccc2c1)N1CCN(Cc2ccccc2)CC1	-5%	.	-12%	-20%	0.4%	-2	-7%	-6	-1%	?	-1%
CC1(C)CC(NC(=O)c2ccc3c(c2)OCO3)CC(C)(C)N1	-4%	-4%	-21%	-27%	0.2%	-1	1%	8	-1%	6%	1%
COC(=O)c1cn(-c2ccccc2)nc1-c1ccccc1	-1%	-2%	-3%	7%	5.5%	1	0%	-11	4%	?	-7%
CCn1c(COc2cccc3ccccc23)nnc1SCC(=O)OC1CCCCC1	-2%	1%	-23%	-31%	0.1%	-14	-3%	9	-2%	-10%	-6%
C=CCN1CCN(C(c2cccc(OC)c2OC)c2nnnn2CCC(C)C)CC1 (stereo not drawn)	0%	-7%	0%	-22%	0.5%	3	-10%	6	-2%	3%	-1%
COCCN(C(=O)COC(=O)/C=C/c1ccc(C(F)(F)F)cc1)c1c(N)n(Cc2ccccc2)c(=O)[nH]c1=O	0%	.	-7%	.	0.1%	.	?	-22	.	0%	-2%
CN(CC(=O)Nc1ccncc1)S(=O)(=O)c1ccccc1	-3%	0%	1%	-15%	-0.9%	2	-4%	9	0%	?	-1%
Cc1cc(NC(=O)c2ccc([N+](=O)[O-])o2)ccc1NC(=O)c1ccco1	-10%	2%	-58%[inhibitor]	4%	-0.7%	1	0%	-94*	1%	?	-1%
CN(Cc1ccc(Br)s1)C(=O)CNC(=O)c1ccc2c(c1)OCO2	-4%	.	24%	.	0.1%	.	1%	-8	.	-16%	0%
O=C(c1ccccc1)c1ccc(-c2ccc(O)cc2)cc1	-8%	1%	-24%	?	-1.1%	0	-1%	4	0%	?	-11%
CCOC(=O)c1ccc(CN(Cc2ccc(C)cc2)S(=O)(=O)c2cccc([N+](=O)[O-])c2)cc1	-1%	-3%	28%	0%	-0.7%	0	6%	-16	.	1%	-12%
NS(=O)(=O)c1ccc(NC(=O)COc2ccc(S(=O)(=O)N3CCCC3)cc2)cc1	-4%	3%	6%	10%	0.3%	-1	2%	-25	-2%	10%	3%
O=C1OCCN1C(=O)[C@H]1[C@H](c2ccccc2)C(c2ccc(F)cc2)=NN1c1ccc(Br)cc1	2%	.	17%	-7%	0.0%	-6	1%	40[activator]	.	7%	415%[activator]
CCOc1cccc2cc(C(=O)N3CCc4ccccc4C3)c(=O)oc12	-11%	-2%	4%	-21%	-0.4%	0	7%	-6	0%	?	-1%
COCCn1c(SCC(=O)N2CCCc3ccccc32)nnc1-c1ccoc1C	-3%	4%	-16%	-10%	-1.3%	-3	-1%	-6	-2%	-2%	-2%
CCOC(=O)Cc1csc(NC(=O)COc2c(C)cccc2C)n1	-5%	5%	-22%	7%	0.1%	-1	3%	5	0%	?	0%
O=c1c(Cc2c(F)cccc2Cl)c(O)ccn1Cc1ccc2c(c1)OCO2	-3%	16%	6%	1%	-0.3%	1	0%	-3	1%	-1%	2%
COc1ccc(C2=NN(C(C#N)c3ccc(OC)c(OC)c3)C(c3ccccc3)C2)cc1 (stereo not drawn)	-2%	-6%	-32%	16%	-0.9%	-2	3%	10	-4%	?	-8%
CCCc1cc(=O)[nH]c(SCC(=O)c2cc(C)n(-c3c(C)n(C)n(-c4ccccc4)c3=O)c2C)n1	-10%	1%	-21%	0%	-0.2%	1	-3%	-13	-2%	-2%	3%
COCCNC(=S)N(CCc1c(C)[nH]c2ccccc12)Cc1ccco1	-7%	-2%	18%	0%	0.1%	-2	-3%	-22	2%	-5%	0%
O=C(Nc1nccs1)c1ccc(N2CCOCC2)c([N+](=O)[O-])c1	-2%	-2%	5%	.	0.5%	.	0%	-13	-8%	?	-4%
CCn1cc(/C=C(\NC(=O)c2ccc(OC)c(OC)c2)C(=O)N2CCN(C)CC2)c2ccccc21	-1%	.	-30%	-24%	0.2%	4	2%	3	0%	-1%	2%
O=S(=O)(c1cccc2nsnc12)N1CCOCC1	-5%	-12%	6%	10%	-0.5%	0	2%	-1	-1%	2%	-1%
O=C(NC(=S)NCCC1=CCCCC1)c1ccc(Br)o1	-9%	0%	7.1µM*	17%	0.0%	-1	-1%	-7	7%	?	-4%
COc1cc(OC)cc(C(=O)N[C@H](C(=O)NCc2ccco2)C(C)C)c1	-2%	-7%	?	-5%	-0.2%	8	-2%	2	4%	14%	0%
CCOc1ccc(OCC(=O)N(C)c2c(N)n(Cc3ccccc3)c(=O)[nH]c2=O)cc1	-2%	.	-18%	.	-0.2%	.	2%	6	.	13%	6%
CC1CCN(C(=O)COC(=O)CNC(=O)C23CC4CC(CC(C4)C2)C3)CC1	-1%	.	-34%	.	0.3%	.	-5%	-3	.	1%	1%
CC(O)CC(=O)NOCc1ccccc1 (stereo not drawn)	0%	.	-27%	.	-0.3%	.	1%	-8	.	2%	0%
CCc1nc2oc3cc(OC)ccc3c(=O)c2c(=O)n1Cc1ccco1	-6%	25µM*	-13%	1%	-0.1%	4	?	11	3%	?	-2%
O=C(CCc1nc2ccccc2c(=O)[nH]1)N1CCN(S(=O)(=O)c2ccccc2Br)CC1	0%	.	-8%	.	-0.1%	.	9%	17	.	?	-1%
NS(=O)(=O)c1ccc(NC(=O)COC(=O)Cc2c[nH]c3ccccc23)cc1	-2%	.	6%	.	-0.5%	.	-5%	5	.	-4%	-1%
O=c1c2c3c(sc2n2cnnc2n1CCc1ccccc1)CCCC3	-7%	2%	-13%	18%	0.3%	2	-3%	-3	1%	1%	0%
O=C(NC1(c2ccccc2)CC1)C1CCC(=O)N(Cc2ccc(Cl)cc2)C1 (stereo not drawn)	-7%	.	-25%	.	0.7%	.	-3%	4	-4%	-1%	1%
O=c1cc(CO)oc(C(Nc2ccccn2)c2cccc(F)c2)c1O (stereo not drawn)	-2%	?	8%	-3%	0.0%	-15	-10%	8	-2%	-2%	7%
COCC(C)NC(=O)NC1(C(F)(F)F)Oc2ccc(Cl)cc2O1 (stereo not drawn)	-5%	22%	-32%	-15%	-0.1%	2	-9%	-13	3%	-2%	0%
Cc1cc2ncn(C(=O)c3cc(-c4ccccc4)nc4ccccc34)c2cc1C	0%	-2%	-16%	-7%	-2.0%	1	1%	-16	-3%	2%	.

Only part of the results is shown, so the mix of outcomes need not match the whole.
